Screening results: PubChem, several laboratories
NRP1-CendR mod = alters CendR peptide binding to human NRP-1; O14786; FAM-RPARPAR peptide binding to NRP-1, fluorescence polarization; inhibition, % at 25 µM; 360,000 tested, 0.85% active;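 active = inhibition or corrected inhibition above about 18%, plus a signal ratio from 0.5 to 1.5, limit read from the data, passing the limit was not always enough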; note: strong numbers were not always called active
DNMT1 block = inhibitors of human DNMT1. P26358. inhibition (reported as % activation of signal), % at 10 µM. AID 588458. DNMT1 molecular beacon, Hinp1I cleavage, fluorescence. 360,000 tested, 0.83% active; in the data active = inhibition above about 50%
Target sequence (P26358 504-1616 limits assumed): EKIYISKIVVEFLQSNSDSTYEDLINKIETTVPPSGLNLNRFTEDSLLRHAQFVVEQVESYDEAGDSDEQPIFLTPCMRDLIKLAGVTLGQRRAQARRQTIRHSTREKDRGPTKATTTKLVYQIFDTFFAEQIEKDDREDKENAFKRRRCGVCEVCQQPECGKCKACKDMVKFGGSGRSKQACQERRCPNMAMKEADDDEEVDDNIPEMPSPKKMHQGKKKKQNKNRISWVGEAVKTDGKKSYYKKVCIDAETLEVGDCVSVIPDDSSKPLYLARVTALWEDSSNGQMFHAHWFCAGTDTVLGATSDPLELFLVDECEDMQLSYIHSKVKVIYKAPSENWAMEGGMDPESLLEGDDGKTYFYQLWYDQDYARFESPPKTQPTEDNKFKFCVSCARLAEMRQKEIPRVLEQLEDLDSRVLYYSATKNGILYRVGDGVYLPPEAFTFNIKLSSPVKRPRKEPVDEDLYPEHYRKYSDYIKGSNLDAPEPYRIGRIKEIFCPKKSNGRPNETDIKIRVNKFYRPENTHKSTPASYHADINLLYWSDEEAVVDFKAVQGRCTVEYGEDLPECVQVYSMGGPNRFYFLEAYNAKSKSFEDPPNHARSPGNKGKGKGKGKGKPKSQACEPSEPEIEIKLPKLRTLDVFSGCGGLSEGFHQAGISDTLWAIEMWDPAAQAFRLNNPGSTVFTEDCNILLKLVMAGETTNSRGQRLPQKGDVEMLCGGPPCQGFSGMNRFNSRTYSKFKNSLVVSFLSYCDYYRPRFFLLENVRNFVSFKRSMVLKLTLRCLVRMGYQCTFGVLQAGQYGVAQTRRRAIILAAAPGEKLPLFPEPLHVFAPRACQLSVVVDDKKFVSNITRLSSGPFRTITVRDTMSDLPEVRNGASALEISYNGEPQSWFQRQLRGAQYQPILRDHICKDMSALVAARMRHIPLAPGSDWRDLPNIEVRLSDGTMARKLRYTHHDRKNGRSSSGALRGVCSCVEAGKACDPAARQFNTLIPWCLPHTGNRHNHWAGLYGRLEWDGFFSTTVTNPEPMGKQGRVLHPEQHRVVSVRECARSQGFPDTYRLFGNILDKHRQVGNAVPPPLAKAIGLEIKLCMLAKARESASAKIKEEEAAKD
LMPTP block = LMPTP (human) inhibition; recombinant LMPTP-A, OMFP fluorogenic substrate, fluorescence intensity; inhibition, % at 20 µM; 360,000 tested, 0.22% active; AID 651560;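 active = compounds that cut the enzyme signal by at least half of the control window in the single-dose screen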;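 note: plate controls were DMSO wells with enzyme plus substrate for no effect and substrate without enzyme for full effect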
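Test system: LMPTP-A phosphatase enzyme. Amount: LMPTP-A at 0.625 nM final in the reaction. Reagent: OMFP substrate, 400 µM final. Times: 50 min at room temperature. Signal: endpoint fluorescence intensity from OMFP dephosphorylation. Read-out basis: % inhibition. Benchmarks: no-enzyme and uninhibited controls.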
Scp-1 inhibitor = blocks human Scp-1 phosphatase activity; Q9GZU7; Recombinant Scp1, phosphopeptide, malachite green phosphate absorbance; inhibition, % at 20 µM; 340,000 tested, 0.88% active;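 active = inhibition above about 50% at 20 µM, limit read from the data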;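 note: plate controls were DMSO wells with enzyme for no effect and wells lacking enzyme for full effect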
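Times: enzyme reaction 45 min at room temperature, colour 5 min, stabilisation 30 min. Material: SCP-1 catalytic fragment, aa 76-261. Medium: Acidic Tris acetate buffer with magnesium and detergent. Signal: colorimetric free-phosphate detection, absorbance 630 nm. Read-out basis: % inhibition of SCP-1 phosphate liberation. Reagent: Phosphorylated 17-residue peptide substrate.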
E coli Lon inh = inhibitors of E. coli Lon protease; P0A9M0; purified E. coli Lon protease, fluorescence polarization; inhibition, % at 7.94 µM; 360,000 tested, 0.42% active; AID 602123; in the data active = inhibition above about 13%, passing the limit was not always enough;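 note: 0% = enzyme with probe and DMSO and 100% = no enzyme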
bovine MsrA act = activates bovine MsrA enzyme | purified bovine MsrA, absorbance read-out | activation, % at 10.6 µM | 360,000 tested, 0.3% active | AID 602163; in the data active = activation above about 7.5%;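 note: 0% = vehicle and 100% = reference activator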
SUMO1-SIM PPI = modulators of human SUMO1-mediated protein-protein interactions; SUMO1 binding to a labelled peptide, TR-FRET, 1 h; inhibition, % at 20 µM; 360,000 tested, 0.33% active; in the data active = inhibition above about 37%
MsrA inh = bovine MsrA inhibition. inhibition, % at 15.5 µM. AID 651718. purified bovine MsrA, absorbance read-out. 360,000 tested, 0.75% active; in the data active = inhibition above about 4.5%;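 note: 0% = vehicle wells with enzyme and 100% = reference inhibitor wells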
Tb MetRS inh = blocks T. brucei methionyl-tRNA synthetase activity | inhibition, % at 11.9 µM | 360,000 tested, 0.4% active | AID 624268 | purified T. brucei MetRS, ATP depletion, Kinase-Glo luminescence;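 active = inhibition above a per-plate cutoff of the control wells' mean inhibition plus 3 SD, cut at about 5.5% in these data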;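 note: 0% = DMSO wells median and 100% = median of wells with control inhibitor compound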
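Material: T. brucei methionyl-tRNA synthetase, purified; reagent: substrates ATP, L-methionine and bulk Escherichia coli tRNA; dosing: 11.9 µM single point; timing: 15 min plus 2 h at 25 °C; detection: luminescence of leftover ATP; evaluation: % inhibition; control set: DMSO-only wells as low control; replicates: singlicate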
STEP block = blocks human striatal-enriched tyrosine phosphatase | P54829 | 360,000 tested, 0.25% active | AID 588621 | recombinant STEP, OMFP fluorogenic substrate, fluorescence | inhibition, % at 20 µM;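 active = inhibition at 20 µM, scaled per plate between control wells, above about 37%, limit read from the data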;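 note: 0% = DMSO with enzyme and substrate and 100% = substrate only without enzyme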
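Measure: Control-normalized % inhibition with plate pattern correction | Test system: STEP phosphatase, cell-free reaction | Medium: pH 6.0 Bis-Tris with DTT and Tween 20 | Technique: Fluorescence, 480/540 nm | Times: Reaction 20 min, ambient temperature | Doses: Single compound dose of 20 µM, 1% DMSO final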
Active calls of the source: *; / = no result given.

Under each structure: bovine MsrA act	SUMO1-SIM PPI	E coli Lon inh	NRP1-CendR mod	DNMT1 block	Tb MetRS inh	LMPTP block	Scp-1 inhibitor	MsrA inh	STEP block
- O=C(CSc1nnc(-c2ccc(C(F)(F)F)cn2)o1)Nc1cccc(Cl)c1
 : -4	3	-1	-6	4	-1.0	-1.4	11	0.3	2
- CC1(C(=O)NS(=O)(=O)c2cccs2)CCN1C(=O)CC1CCCC1 (stereo not drawn)
 : -13	3	3	1	1	-0.5	-1.3	/	-0.7	-2
- CC(C)c1nc(SCC(=O)N2CCCCCC2)c2c(=O)n(C)c(=O)n(C)c2n1
 : -4	1	-10	16	1	-0.3	0.3	-6	0.2	4
- CC(=O)c1ccc(Cl)c(Cl)c1Cl
 : -4	-1	8	-3	1	-0.5	-0.8	-3	-0.4	-1
- CN(C)C(=O)CCc1ccc2c3c([nH]c2c1)[C@]1(CCC2CCCC2)[C@@H](C(=O)N2CCOCC2)C[C@H](CC(=O)NC(C)(C)C)C(=O)N1CC3
 : 0	-2	-2	-2	-4	-1.5	-3.0	1	0.2	-1
- O=C(CSc1ccc(-c2ccccc2)nn1)N1CCN(c2ccccc2)CC1
 : -5	2	2	4	4	-0.8	-0.9	-6	2.0	2
- COc1cc(C(=O)NC2CCN(Cc3ccccc3)CC2)cc(Cl)c1OC
 : -4	2	-2	-3	1	-0.9	-1.2	-7	-0.3	0
- COc1ccc(N2CCN(C(=O)c3ccccc3NC(=O)c3ccccc3)CC2)cc1
 : -4	-4	-5	7	1	-0.4	-0.7	-5	1.0	-1
- COc1ccccc1NS(=O)(=O)c1ccc(Br)s1
 : 0	0	0	-14	0	-1.4	-0.9	0	1.6	-4
- COc1ccc(CNC(=O)C[C@H]2C[C@H](C(=O)N3CCCCC3)[C@@]3(CCc4ccccc4)c4[nH]c5cc(-c6ccco6)ccc5c4CCN3C2=O)cc1OC
 : -3	-1	-15	-32	-20	-0.2	4.0	1	/	4
- O=C(NCC1CCCN(C(=O)Cc2ccccc2Cl)C1)c1ccc(F)cc1 (stereo not drawn)
 : -7	0	9	6	1	-0.8	-0.9	8	-0.3	2
- CCOC(=O)C1(Cc2cccc(Cl)c2)CCCN(C(=O)c2cc(C)[nH]n2)C1 (stereo not drawn)
 : -4	4	2	18	1	-0.5	-0.7	-7	-0.7	-2
- COC(C[C@H]1O[C@H]1C(=O)[C@H](C)OCc1ccccc1)OC
 : -1	0	-8	21	3	-0.1	-0.5	-6	-0.6	0
- CC1CN(CCOCCOc2ccccc2-c2ccccc2)CC(C)O1 (stereo not drawn)
 : -4	1	4	-1	-1	1.3	-2.1	-9	-0.1	0
- COc1ccccc1-n1cnc2cc(C(=O)N3CCOCC3)ccc21
 : -10	-8	-8	9	2	-0.6	-1.2	3	0.8	-2
- COc1ccc(C(C)(NC(C)=O)c2nc(-c3cccc(C#N)c3)cs2)cc1 (stereo not drawn)
 : -7	2	-14	-11	3	-0.2	-0.7	/	-1.1	0
- CCC1(CC)NC(=O)N(CC(=O)N2CCN(c3ccccc3F)CC2)C1=O
 : -1	-5	-4	3	1	-0.1	-0.2	-8	-1.2	-5
- COc1cccc(CNC(=O)CCS(=O)(=O)Cc2ccc(C)cc2)c1
 : 0	3	4	-3	-3	0.1	-1.3	-16	-1.5	-2
- Cc1cc(=O)oc2c(C)c(OC(C)C(=O)NC(Cc3c[nH]c4ccc(O)cc34)C(=O)O)ccc12 (stereo not drawn)
 : -9	10	3	-3	85*	-1.7	-0.2	15	1.5	0
- CC(=O)Oc1c(C)c(C)c2c(c1C)CCC(C)(CCCC(C)CCCC(C)CCCC(C)C)O2 (stereo not drawn)
 : 0	-3	3	-5	0	-0.7	-1.9	4	0.9	-2
- CN(CC(CC(=O)Nc1nncs1)c1ccccc1)S(=O)(=O)c1ccc(Br)cc1 (stereo not drawn)
 : -1	7	2	3	-5	1.4	1.5	10	-0.4	0
- CCOc1ccc(NC(=O)CN(c2ccc(C)cc2)S(=O)(=O)c2c(C)nn(C)c2C)cc1
 : -4	-3	-2	9	0	0.1	0.3	-7	0.2	-2
- C=CCN([C@H](C(=O)OC)C(C)C)S(=O)(=O)CCNCc1ccccc1
 : 0	0	-1	8	-1	-0.3	0.1	3	-0.4	0
- CC(=O)Nc1ccc(C(=O)Nc2cc(C)on2)cc1
 : 0	1	-7	16	2	-0.7	-0.8	-6	-0.3	-1
- C=CCn1c(C)cc(C(=O)COC(=O)/C=C/c2cccc(OC)c2)c1C
 : -3	-1	6	8	-2	-0.1	2.8	-9	-0.2	3
- CC(=O)Nc1ccc2c(c1)nc(C)n2-c1ccccc1
 : 1	0	-7	0	2	0.0	-0.9	-6	0.4	2
- COC(=O)c1ccc(CNC(=O)c2ccc(OC)c(S(=O)(=O)NC3CCCC3)c2)cc1
 : 0	1	7	3	0	-0.4	-2.0	-7	-0.3	1
- COC(=O)c1cc(Br)c(=O)n(Cc2cccnc2)c1
 : -6	-1	1	3	0	-2.5	2.3	1	-0.2	-4
- Cc1ccc(N(CC(=O)Nc2ccccc2C(=O)NCc2ccco2)S(=O)(=O)c2ccccc2)cc1C
 : -4	0	-4	-4	-8	-0.2	2.3	-17	1.1	-2
- Cc1ccc(S(=O)(=O)N2CCN(C(=O)CNC(=O)c3ccc(Br)o3)CC2)cc1
 : -7	2	-3	3	1	-0.2	-0.4	-9	-1.4	1

Structural class: the entries above containing a thiophene ring, fused or not (2)
Under each structure: bovine MsrA act	SUMO1-SIM PPI	E coli Lon inh	NRP1-CendR mod	DNMT1 block	Tb MetRS inh	LMPTP block	Scp-1 inhibitor	MsrA inh	STEP block
- CC1(C(=O)NS(=O)(=O)c2cccs2)CCN1C(=O)CC1CCCC1 (stereo not drawn)
 : -13	3	3	1	1	-0.5	-1.3	/	-0.7	-2
- COc1ccccc1NS(=O)(=O)c1ccc(Br)s1
 : 0	0	0	-14	0	-1.4	-0.9	0	1.6	-4

(continued)
Under each structure: bovine MsrA act	SUMO1-SIM PPI	E coli Lon inh	NRP1-CendR mod	DNMT1 block	Tb MetRS inh	LMPTP block	Scp-1 inhibitor	MsrA inh	STEP block
- COc1cc(NC(=O)CN2C(=O)C(c3ccccc3)=NC2(C)C)cc(OC)c1
 : -8	-4	1	1	-4	-0.5	-0.5	-4	-0.7	-1
- CCN(C[C@H]1N[C@@](CC)(C(=O)OC)[C@H]2C(=O)N(C)C(=O)[C@@H]12)C(=O)COC
 : -1	5	2	-6	5	-1.7	-2.0	-4	-0.8	-1
- CCOc1ccc(NS(=O)(=O)c2ccc(C(=O)N3CCCCC3)cc2)cc1
 : -2	-1	-1	-2	0	-0.2	-0.7	-8	-0.4	-2
- CC(C)n1ncc2c(C(=O)N3CCN(Cc4ccc(Br)s4)CC3)cc(C3CC3)nc21
 : -2	-5	1	6	0	-0.5	2.4	0	0.6	-2
- COc1ccc(C(=O)Nc2nc(CC(=O)NCCc3ccccc3OC)cs2)cc1
 : -2	6	-5	0	0	0.3	0.2	0	-0.3	-1
- Nc1cc(C(=O)N2CCN(c3ccc([N+](=O)[O-])cc3)CC2)ccc1N1CC2CC(C1)c1cccc(=O)n1C2 (stereo not drawn)
 : 0	-26	-3	-1	0	1.1	1.8	-4	0.8	4
- Cc1cccc(CSCCNC(=S)Nc2ccccc2)c1
 : -6	1	-13	19	-1	0.2	0.2	-7	-0.7	1
- CCOc1ccccc1N1CCN(C(=O)C(Sc2ccccc2)c2ccccc2)CC1 (stereo not drawn)
 : -6	-1	5	1	-3	-1.3	1.4	8	-0.3	2
- COc1cc(C(=O)Oc2cccc(C(=S)N3CCOCC3)c2)cc(OC)c1OC
 : -5	6	-7	0	2	-0.5	-0.3	-4	1.3	2
- COc1cccc(C(=O)NCC(c2ccco2)N2CCc3ccccc3C2)c1 (stereo not drawn)
 : -3	-2	3	15	1	-0.4	1.4	-2	-1.4	4
- CCOC(=O)C1CSc2[nH]c(=O)sc2C1c1ccccc1 (stereo not drawn)
 : -4	-4	-3	-7	0	1.0	-2.3	11	0.4	-6
- CN(C)c1nc(-c2ccccc2)ncc1S(=O)(=O)c1ccccc1
 : -2	2	5	-13	-3	-0.5	1.4	2	1.2	-2
- N#C/C(=C\c1cccc(Oc2ccccc2)c1)C(=O)N1CCOCC1
 : 2	1	-6	-4	-2	-0.1	0.1	-5	0.3	-2
- COc1ccc(C2CC(=O)Nc3cc(C)c(C)cc32)c(OC)c1OC (stereo not drawn)
 : -2	-2	-5	-8	-2	-0.3	0.1	-7	-0.1	4
- Cc1cc(C)cc(NS(=O)(=O)c2coc(C(N)=O)c2)c1
 : 0	6	3	-6	0	0.0	-0.5	0	-0.1	0
- CC(C)NC(=O)COC(=O)c1ccc(NS(=O)(=O)c2ccc3c(c2)OCCO3)cc1
 : -7	0	1	12	0	-1.3	0.0	5	-0.7	-2
- Nc1sccc1C(=O)c1ccc(Cl)cc1
 : -15	-12	-26	-24	-11	-1.3	-0.8	2	0.2	2
- COc1ccc(C)cc1-n1cnc2sc(C)c(C)c2c1=O
 : -4	-1	-5	-1	7	-0.6	-1.1	/	-0.3	2
- Clc1ccc(Cl)c(OCCN2CCCC2)c1
 : -2	1	3	8	11	0.1	-2.9	-1	0.5	-1
- Cc1ccc(NC(=O)c2ccc(CSc3nnnn3C)cc2)cc1
 : -4	-1	-6	-7	-2	-1.3	-1.5	-3	-0.3	1
- O=C(NCc1ccncc1)[C@@H]1CCCN1C(=O)[C@H]1CCCN1C(=O)c1cccc2ccccc12
 : -2	-3	0	10	/	-0.2	-1.9	/	-0.9	/
- N#C/C(=C\c1cccs1)C(=O)Nc1ccccn1
 : -7	-21	10	5	11	-1.0	0.5	-10	1.9	1
- O=C(NCc1ccc(F)cc1)c1cc(C2CCCCN2C(=O)c2cccs2)on1 (stereo not drawn)
 : 2	4	5	-11	2	-0.2	-1.1	/	-0.2	-3
- O=C(N/N=C/c1cn(-c2ccccc2)nc1-c1cccs1)c1ccncc1
 : -4	-1	-12	-15	-7	-1.0	1.2	-10	3.7	1
- O=Cc1c(NCCCN2CCCC2=O)c2ccccc2[nH]c1=O
 : -1	3	0	5	-5	-0.6	0.3	-7	2.0	0
- C#CCOCCOCCOCCNc1nc(N2CCN(C(=O)CCCCCCCCCCNC(=O)[C@H](CCCCN)n3cc(CCCC(=O)O)nn3)CC2)nc(N2CCN(C(=O)CCCCCCCCCCNC(=O)[C@@H]([C@H](C)O)n3cc(C)nn3)CC2)n1
 : 1	1	-2	3	-29	-0.5	-5.3	10	/	0
- CS(=O)(=O)NN1C(=O)c2ccccc2NC1c1c[nH]c2ccccc12 (stereo not drawn)
 : -2	-12	-6	-18	-5	-0.6	1.7	1	0.8	-5
- O=C(NC(=S)Nc1ccccc1F)C1CCCCC1
 : 5	3	1	1	1	-0.2	0.9	/	-0.2	2

Rows are unselected; about 4.3% have a hit in one of these screens.
